SARS 3CLpro inh: SARS-CoV 3CLpro protease inhibitors, primary screen, biochemical, quenched FRET; inhibition, % at 6 µM; 290,000 tested, 0.14% active; recombinant SARS-CoV 3CLpro, quenched FRET peptide cleavage; AID 1706, 2009; in the data active = inhibition above about 12%
MazF activator: activators of E. coli MazEF toxin-antitoxin RNase, primary screen, biochemical, fluorescence, uHTS; FAM/BHQ RNA-DNA oligo cleavage fluorescence, 5 h; 350,000 tested, 0.32% active; activation, % at 20 µM; Endoribonuclease toxin MazF (Escherichia coli (strain K12)), P0AE70; in the data active = activation above about 50%
Target sequence (P0AE70 whole entry, looked up): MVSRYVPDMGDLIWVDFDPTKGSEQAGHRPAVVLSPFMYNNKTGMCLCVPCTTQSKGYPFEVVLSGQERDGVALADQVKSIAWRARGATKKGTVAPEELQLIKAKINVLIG
PfHsp40 rescue: rescue of yeast from PfHsp40 toxicity, primary screen, S. cerevisiae, ATP luminescence | 340,000 tested, 0.68% active | AID 504582, 2011 | growth rescue, % at 12.5 µM | S. cerevisiae expressing PfHsp40, growth rescue; in the data active = growth rescue above about 28%, passing the limit was not always enough;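 also: yeast W303a lacking pdr1 and pdr3 grown in galactose medium; growth measured after three days at 30 °C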
Anthrax LF prot: Bacillus anthracis LF protease inhibitors, primary screen, biochemical, multiplex microsphere, MLPCN library. Lethal factor (Bacillus anthracis), P15917. multiplex microsphere protease cleavage assay. inhibition, % at 10 µM. 360,000 tested, 0.12% active. AID 588501, 2011; in the data active = inhibition above about 30%; also: plate controls were buffer without enzyme for full effect and enzyme alone for no effect
Rv3671c protease: Rv3671c serine protease inhibitors, primary screen, biochemical, fluorescence polarization, M. tuberculosis H37Rv | P9WHR9 | inhibition, % at 5.96 µM | 320,000 tested, 0.048% active | AID 2606, 2010; in the data active = inhibition above about 38%;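 also: extracellular domain of Rv3671c used as enzyme; 0% = enzyme with DMSO and 100% = no enzyme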
Target sequence (P9WHR9 whole entry, looked up, the tested form may be a part): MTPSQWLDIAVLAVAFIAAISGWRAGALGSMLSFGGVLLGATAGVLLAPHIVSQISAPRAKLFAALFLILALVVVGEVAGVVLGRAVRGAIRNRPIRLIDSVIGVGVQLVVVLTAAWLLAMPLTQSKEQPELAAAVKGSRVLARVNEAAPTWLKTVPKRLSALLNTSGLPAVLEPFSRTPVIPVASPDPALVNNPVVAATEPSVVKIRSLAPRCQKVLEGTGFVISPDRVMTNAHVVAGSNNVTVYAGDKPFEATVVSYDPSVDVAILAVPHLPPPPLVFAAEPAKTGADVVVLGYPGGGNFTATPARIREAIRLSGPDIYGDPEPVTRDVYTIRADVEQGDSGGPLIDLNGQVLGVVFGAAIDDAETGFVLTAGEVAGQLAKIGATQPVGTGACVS
Y pestis TopoI: Yersinia pestis topoisomerase I inhibitors, primary screen, biochemical, cleavage product accumulation, plate reader, single point | DNA topoisomerase I (Yersinia pestis CO92) | activity, % at 10 µM | Y. pestis Topo-I cleavage product accumulation | 360,000 tested, 0.064% active; in the data active = activity above about 50%, passing the limit was not always enough; also: inactives centre near 2
BH1578 lux ind: inducers of Vibrio cholerae quorum light production without autoinducers, primary screen, BH1578 luxS cqsA deficient, single point. activation, % at 18.7 µM. V. cholerae BH1578 lux reporter, luminescence, 6 h. 350,000 tested, 0.16% active; in the data active = activation mostly above about 9.7%, no sharp cut-off; also: not every result past the cut was called active; inactives centre near 0; reference of the scale not given here
DUSP3 inh: VHR1 phosphatase inhibitors, primary screen, biochemical, absorbance, uHTS | Dual specificity protein phosphatase 3 (Homo sapiens), P51452 | recombinant VHR phosphatase, pNPP absorbance | inhibition, % at 13.3 µM | 290,000 tested, 0.52% active; in the data active = inhibition above about 50%; also: some compounds called inactive have numbers as strong as hits
Target sequence (P51452 whole entry, looked up): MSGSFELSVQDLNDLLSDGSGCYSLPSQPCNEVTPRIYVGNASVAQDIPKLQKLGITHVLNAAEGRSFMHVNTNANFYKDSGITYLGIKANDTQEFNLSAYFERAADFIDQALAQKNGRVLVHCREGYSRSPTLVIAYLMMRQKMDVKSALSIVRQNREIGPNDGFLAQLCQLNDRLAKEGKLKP
PriA SSB inh: inhibitors of Klebsiella pneumoniae PriA binding to SSB C-terminal tail, primary screen, biochemical, AlphaScreen; 430,000 tested, 0.6% active; AID 1272365, 2023; AlphaScreen SSBct-PriA binding, biotinylated peptide; inhibition, % at 33 µM; in the data active = inhibition mostly above about 37%, no sharp cut-off; inactive = mostly below about 20%;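 also: plate controls were negative control peptide for no effect and reference peptide for full effect; strong numbers were not always called active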
TcdB GH inh: TcdB glycohydrolase inhibitors, primary screen, biochemical, single point, plate reader. Toxin B (Clostridioides difficile), P18177. TcdB glycohydrolase enzymatic assay. inhibition, % at 9.99 µM. 350,000 tested, 0.24% active. AID 652162, 2013; in the data active = inhibition above about 10%
The depositor's hits bear a star; i = inactive; . = no result given; & = joins results of further samples. These rows are one share of the data, so the mix of outcomes need not match the whole.

smiles	DUSP3 inh	PfHsp40 rescue	Y pestis TopoI	MazF activator	Anthrax LF prot	BH1578 lux ind	SARS 3CLpro inh	PriA SSB inh	Rv3671c protease	TcdB GH inh
CC12CCC(C(=O)Nc3ccccc3Cl)([C@H](Br)C1=O)C2(C)C (stereo partly specified)	9	0.8	-1	5	-7	-0.9	2	-3	2	-0.7
O=[N+]([O-])c1ccc(N2CCN(c3ccccc3F)CC2)c(S(=O)(=O)N2CCOCC2)c1	13	4.5	19	6	-2	-0.3	3	11	4	.
O=C(CN1C(=O)NC2(CCOc3ccccc32)C1=O)Nc1ccc(Br)cc1F (stereo unspecified)	.	0.3	-3	2	.	-1.1	.	-5	3	-0.1
O=C1NC(=O)C(CCc2ccncc2)(Cc2ccc([N+](=O)[O-])cc2)C(=O)N1	-1	0.1	0	2	-1	-0.3	2	-8	0	1.0
CCCc1c(C(=O)N/N=C/c2ccc(-c3ccccc3)cc2)nnn1-c1nonc1N	.	.	-2	-53	-4	0.3	.	.	.	0.9
Cc1cc(OC(=O)c2ccc3ccccc3c2)c([N+](=O)[O-])c(=O)[nH]1	6	-0.5	-3	11	-3	i	2	-7	5	1.6
O=C(Nc1nccs1)c1ccc2nccnc2c1	8	-1.7	1	2	-11	3.1	2	-6&5&-19	-11	.
CC(=O)c1cccc(-c2ccnc3c2CC(C(=O)NCCc2ccccc2)O3)c1 (stereo unspecified)	.	.	10	.	-2	-0.8	.	.	.	0.4
Cc1ccc(N/N=C(/Sc2nnnn2-c2ccccc2)C(=O)c2ccccc2)cc1	-8	3.1	3	-1	-3	-0.6	2	.	-3	0.5
O=c1[nH]n2c(=O)c3c([nH]c2c1N=Nc1cccc(Cl)c1)CCCC3	9	-0.2	24	-1	-18	-0.2	1	8	11	.
CN(C)S(=O)(=O)c1cc(NC(=O)Cn2ccsc2=N)ccc1Cl	37	0.4	-1	-7	-6	-0.3	1	-2	-7	-1.7
O=C(C1CC1)N1CCc2[nH]c3ccccc3c2C1	12	0.5	3	4	-3	i	-7	-20	2	.
O=C(COC(=O)C1=COCCO1)Nc1ccc(Cl)cn1	.	-0.2	-3	0	2	-0.6	.	1	15	0.7
COc1ccc(Cn2cccc(NC(=O)Nc3ccc(F)cc3)c2=O)cc1	21	13	-2	15	-6	i	4	-6	-10	0.2
C=CCn1c(SCC(=O)Nc2ccc(F)cc2)nnc1-c1cnccn1	11	0.2	1	-2	0	-0.3	-2	-3	1	2.7
COc1ccc(/C=N/Nc2ncnc3c2[nH]c2ccc(C)cc23)c(OC)c1OC	33	-1.0	18	2	-6	-0.6	-1	.	0	1.4
COc1ccc(C(=O)/C=C/c2ccc(O)cc2)c(O)c1C/C=C(\C)CCC=C(C)C	.	-0.4	-29	-10	-15	-0.7	.	8	-36	9.2
Cc1cc(-n2c(=O)c(C#N)cc3c(=O)n4ccccc4nc32)no1	-17	0.0	3	-1	-1	i	-2	-5	1	.
CCOC(=O)c1ccc(NC(=S)NCCCN2CCOCC2)cc1	0	0.9	1	3	-5	-0.4	1	-7	1	1.2
COc1cc2ccc(NC(C)=O)cc2cc1OC	.	.	-1	-6	-10	i	.	.	.	1.3
CCN(CC)C(=O)CSc1ncnc2c1cnn2-c1ccccc1	25	-0.2	8	-9	4	-3.7	-1	-4	8	.
COc1ccccc1N(C)S(=O)(=O)c1ccc(C(=O)Nc2ccc(N3CCOCC3)cc2)cc1	9	2.1	2	11	-5	i	0	21	-6	0.6
CCC1(C)N(O)C(C)(C)C(c2ccc(F)cc2)=[N+]1[O-] (stereo unspecified)	4	0.7	-1	10	1	-0.2	11	-3	3	.
COc1cccc(N2CC(NC(=O)c3cccc4ccccc34)CC2=O)c1 (stereo unspecified)	.	0.4	17	0	-3	5.6	.	-8	-2	1.8
C=CCOc1ccc(/C(O)=C2/C(=O)C(=O)N(CCCn3ccnc3)C2c2ccco2)cc1 (stereo unspecified)	23	1.3	5	3	2	-0.2	2	.	-7	0.3
CCCNCc1nnc(-c2ccccc2Cl)o1	40	0.1	1	6	2	i	-2	0	1	.
O=S(=O)(Cc1cc(Sc2ccccc2)nc(-c2ccccc2)n1)c1ccccc1	-13	0.0	23	-5	-3	i	-6	-9	-8	.
CCN(CC)S(=O)(=O)c1ccc(NS(=O)(=O)c2ccc(O)c([N+](=O)[O-])c2)cc1	5	-0.2	-6	4	-3	-0.1	-3	-6	9	.
Cc1cc(C)n2nc(C(=O)OCC(=O)Nc3ccc(C)c(F)c3)nc2n1	.	-0.5	1	0	1	0.9	.	1	1	-0.4
CCOc1ccc(-c2cccc(NS(=O)(=O)c3ccccc3[N+](=O)[O-])c2)nn1	.	0.4	6	-4	2	i	.	-2	-1	1.3
Cc1nn(C)cc1S(=O)(=O)N1CCN(Cc2ccccc2Cl)CC1	23	-1.0	5	3	3	-0.5	2	-18	-4	0.3
C/C(=N\NC(=O)c1cc(C)nc2ccccc12)c1cccc(Cl)c1	12	-0.9	-4	-2	-2	-0.2	-2	.	-9	-7.5
O=c1[nH]c(C(F)(F)F)nc2c1nnn2Cc1ccccc1F	-10	-0.4	9	3	-2	12	4	5	-9	.
COc1ccc([N+](=O)[O-])cc1Nc1c2ccccc2nc2ccccc12	-8	-0.5	-17	-2	0	-0.2	1	18	12	1.4
CCN1CCN(CC(=O)c2c[nH]c3ccccc23)CC1	24	-0.7	1	-8	5	-4.5	-4	-1	0	.
COC(=O)c1sc(NC(=O)c2c(C)noc2C)nc1C	18	-1.8	1	4	.	i	-1	-11	-4	0.0
CC(=O)Nc1ccc(S(=O)(=O)Nc2cc(C)ccn2)cc1	30	-0.5	1	-1	-4	-0.5	-2	-3	1	.
COc1ccc(NC(=O)COC(=O)CN2C(=O)c3ccccc3C2=O)cc1	.	-0.2	1	-5	.	-0.5	.	-15	.	1.5
COc1c(C(C)C)oc2cc3oc(=O)ccc3cc12	21	1.7	7	5	-4	-0.4	-2	-14	-5	1.2
CC(C)=CCC(C)(C)C1OCCN1C(=O)Nc1ccccc1 (stereo unspecified)	15	0.0	8	2	-7	-0.3	6	9	-20	.
CC(C)c1ccc(COC(=O)CN2C(=O)NC3(CCCCC3C)C2=O)cc1 (stereo unspecified)	.	-0.9	24	0	-2	i	.	-8	.	-0.3
CCCCNC(=O)C1CCC(CNc2c(N3CCC(C)CC3)c(=O)c2=O)CC1 (stereo unspecified)	0	-0.9	-12	0	-17	i	2	-4	-6	0.0
COc1ccc(C(C[N+](=O)[O-])c2c(-c3ccccc3)cc3ccccn23)c(OC)c1 (stereo unspecified)	2	1.5	4	-3	-12	-0.2	1	-4	3	.
Brc1ccc2[nH]c3nc(SCCN4CCOCC4)nnc3c2c1	2	-1.9&0.0	5&-13	-1&5	-1&3	-0.4	1&-5	-17	-5&1	1.2
Cc1ccc(-c2noc(CN(C(=O)CCCCCN3C(=O)c4ccccc4C3=O)C(C)C)n2)cc1	4	0.4	13	2	-2	-1.4	6	-6	-15	.
CCOc1cc(-c2cc(N)n[nH]2)cc(OCC)c1OCC	14	0.7	2	7	-2	-0.3	-1	7	6	0.4
COc1ccccc1NC(=O)/C=C\C(=O)O	16	0.1	-1	4	-2	i	4	3	-4	1.1
CN/N=C(\Cc1nc2ccccc2[nH]1)c1ccc([N+](=O)[O-])cc1	6	0.3	-10	8	-1	-1.9	0	.	.	1.5
CC(C)N(Cc1nccn1C)C(=O)CC1C(=O)NCCN1Cc1ccc(F)c(F)c1 (stereo unspecified)	16	0.5	14	-9	0	i	-6	-3	-3	-0.1
COc1ccc(OC)c(CNC(=O)CCSCc2ccc(F)cc2Cl)c1	-8	1.5	8	0	-3	0.8	2	-7	4	1.2
CC/C(=N\NC(=O)Nc1nonc1N)c1ccc(OC)c(OC)c1	-18	-0.8	-3	5	3	i	6	.	4	-1.4
O=C(Nc1ccc(Br)cc1)c1cccn1-c1ncc(C(F)(F)F)cc1Cl	10	0.8	-6	10	-2	-0.3	2	-14	-29	.
COc1ccc(NC(=O)CCC(=O)OCC(=O)c2ccc(Oc3ccc([N+](=O)[O-])cc3)cc2)cc1	-2	-1.3	-1	-7	0	i	5	-3	-22	0.4
NS(=O)(=O)c1ccc(CCNC(=O)C(=O)NCC2OCCN2C(=O)c2ccc3c(c2)OCO3)cc1 (stereo unspecified)	26	-0.6	-3	0	0	i	0	-2	-10	1.2
COC(=O)c1cccc(NC(=O)CSc2nnc(C)n2Cc2ccccc2)c1	28	0.1	11	3	-6	0.2	3	-4	-2	.
CC(=O)Oc1ccc(N2C(=O)CC(N3CCOCC3)C2=O)cc1 (stereo unspecified)	-22	1.1	-6	-3	-1	0.0	-3	-11	0	.
O=C(CCl)N(Cc1cccc([N+](=O)[O-])c1)c1cccc(Cl)c1	16	-0.3	4	4	0	i	6	6	.	0.3
CCN(CC)S(=O)(=O)c1cccc(C(=O)NC(Cc2c[nH]c3ccccc23)c2nnc3n2CCC3)c1 (stereo unspecified)	12	-0.8	20	8	3	-0.4	-2	8	-7	.
Cc1ccccc1C(=O)N1CCC(C(=O)N(CC(C)C)c2c(N)n(Cc3ccccc3)c(=O)[nH]c2=O)CC1	.	-1.7	4	0	1	i	.	1	-2	2.3
CC(C)C(=O)NNc1nc2ccccc2s1	-1	0.1	4	9	-2	-1.4	2	0	-13	-0.7

A run of entries from further up, for reference:
smiles	DUSP3 inh	PfHsp40 rescue	Y pestis TopoI	MazF activator	Anthrax LF prot	BH1578 lux ind	SARS 3CLpro inh	PriA SSB inh	Rv3671c protease	TcdB GH inh
Cc1nn(C)cc1S(=O)(=O)N1CCN(Cc2ccccc2Cl)CC1	23	-1.0	5	3	3	-0.5	2	-18	-4	0.3
C/C(=N\NC(=O)c1cc(C)nc2ccccc12)c1cccc(Cl)c1	12	-0.9	-4	-2	-2	-0.2	-2	.	-9	-7.5
O=c1[nH]c(C(F)(F)F)nc2c1nnn2Cc1ccccc1F	-10	-0.4	9	3	-2	12	4	5	-9	.

Continuation:
smiles	DUSP3 inh	PfHsp40 rescue	Y pestis TopoI	MazF activator	Anthrax LF prot	BH1578 lux ind	SARS 3CLpro inh	PriA SSB inh	Rv3671c protease	TcdB GH inh
CC(C)/C(C=O)=C(/NC1CCCCC1)c1ccccc1	.	-1.8	0	-3	-2	0.6	.	.	-4	0.8
Cc1ccc(S(=O)(=O)N2CCC(C(=O)N3CCC[C@H]3C(=O)NCC(C)C)CC2)cc1	2	-0.9	3	-1	0	-0.1	0	3	-8	1.0
CC1CCN(C(=O)C(C)OC(=O)CSc2ccc([N+](=O)[O-])cc2)CC1 (stereo unspecified)	.	0.3	-2	10	0	2.5	.	11	4	-1.7
COc1ccc2oc(C(=O)OCC(=O)NC3CCCCC3)c(C)c2c1	.	-1.6	4	-3	.	i	.	-10	-3	0.7
CC(=O)Nc1nc2ccc(Br)cc2s1	13	4.1	-15	0	-2	i	-5	-7	-3	.
CC(Nc1nc(Nc2ccc(F)cc2)nc(SCC(N)=O)n1)c1ccccc1 (stereo unspecified)	-18	0.7	-3	2	7	i	2	2	-12	1.7
